# HEK293 tox: cytotoxicity counter-screen for GLP-1 receptor inverse agonists | HEK293 cAMP-luciferase reporter cells, luminescence, 24 h | Potency, µM (series often up to 38.3 µM), inactives show top-dose activity change, negative = inhibition, actives largely listed as inhibitors | 0.13% of 410,000 active;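 also: loss of luciferase light is scored as toxicity; potency is read from the fitted curve at half-maximal effect; % is scaled to controls: 0 for no effect and ±100 for the full control effect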
#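 Step one: seed cells (200 cells/uL, DMEM with 10% Nu serum, 1% pen-strep). Step two: 12-hour incubation at 37 deg C. Step three: pin 23 nL compound, incubate 24 hr. Step four: add luciferase reagent, read luminescence 12 min later.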
# GLP1R inv ag: GLP-1 receptor (human) inverse agonism | AID 624417 | P43220 | Potency, µM (doses to about 38.3 µM), without a hit: at the top dose activity change, negative = inhibition, actives largely listed as inhibitors | HEK293 GLP-1R CRE-luciferase, luminescence, 24 h; GLP-1R form is constitutively active | 1.6% of 410,000 active; also: potency is read from the fitted curve at half-maximal effect; % is scaled to controls: 0 for no effect and ±100 for the full control effect; nearly all actives have a fitted effect of over 55% in size
# Target sequence (P43220 whole entry, looked up): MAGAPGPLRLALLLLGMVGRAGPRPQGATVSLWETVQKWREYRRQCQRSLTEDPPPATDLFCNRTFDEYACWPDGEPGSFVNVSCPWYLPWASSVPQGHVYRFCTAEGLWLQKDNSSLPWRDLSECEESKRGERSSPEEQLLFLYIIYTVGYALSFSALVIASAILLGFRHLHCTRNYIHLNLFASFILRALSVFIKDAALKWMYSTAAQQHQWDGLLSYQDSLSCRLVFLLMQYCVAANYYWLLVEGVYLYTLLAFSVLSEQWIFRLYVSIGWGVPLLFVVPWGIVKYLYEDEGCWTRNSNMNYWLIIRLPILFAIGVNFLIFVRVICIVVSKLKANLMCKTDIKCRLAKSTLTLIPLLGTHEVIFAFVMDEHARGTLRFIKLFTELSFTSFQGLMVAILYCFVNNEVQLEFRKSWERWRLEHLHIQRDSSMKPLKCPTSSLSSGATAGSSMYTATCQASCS
#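 Cells are plated, allowed 12 hours at 37 deg C, then treated with compounds for 24 hr before luciferase detection reagent is added and luminescence is read after 12 min at room temperature. The HEK293 line carries constitutively active GLP-1R with a cAMP-responsive reporter.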
# KB-V1 cytotox: kills drug-selected multidrug resistant KB-V1 cells; KB-V1 MDR cells viability, CellTiter-Glo, 72 h; Potency, µM (top dose mostly 46.1 µM), for inactives: at the highest dose activity change, negative = cytotoxicity, most hits filed as cytotoxic; 3.4% of 400,000 active; AID 1347076; also: potency is read from the fitted curve at half-maximal effect; % is scaled to controls: 0 for no effect and ±100 for the full control effect; nearly all actives have a fitted effect of over 60% in size
#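 KB-V1 cells (P-gp-expressing MDR subline of KB-3-1) in phenol-red-free DMEM with 10% FBS were exposed to library compounds over a concentration series for 72 h at 37 degrees C. Viability read by CellTiter-Glo luminescence; concentration-effect curves fitted after normalization.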
# DRD3 agonist: D3 dopamine receptor (human) agonism; D3R DiscoveRx beta-arrestin cells, luminescence, 90 min; max activation, %; 0.58% of 410,000 active; AID 652048; in the data active = max activation above about 30%; also: 0% is about no effect; mostly tested at two doses, the higher about 12 µM
# Target sequence (P35462 whole entry, looked up): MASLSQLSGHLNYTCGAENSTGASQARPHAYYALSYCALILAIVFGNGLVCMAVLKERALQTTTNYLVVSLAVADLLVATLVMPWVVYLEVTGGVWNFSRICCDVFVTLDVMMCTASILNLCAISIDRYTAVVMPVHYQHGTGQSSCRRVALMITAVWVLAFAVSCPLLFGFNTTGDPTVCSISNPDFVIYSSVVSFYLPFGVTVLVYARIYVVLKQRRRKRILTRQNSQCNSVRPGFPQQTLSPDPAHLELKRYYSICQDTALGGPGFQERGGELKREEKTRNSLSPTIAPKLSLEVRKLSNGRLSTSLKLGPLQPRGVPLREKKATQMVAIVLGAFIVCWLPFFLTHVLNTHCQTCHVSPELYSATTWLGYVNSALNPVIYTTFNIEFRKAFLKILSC
#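 Agonist mode: compounds and dopamine controls were applied to plated cells for 90 min at 37 degrees C after an overnight attachment at 1500 cells/well. Luminescent read-out followed 30 - 60 minutes at room temperature with DiscoveRx detection reagent.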
# PTHR1 agonist: activates the human parathyroid hormone receptor PTHR1. Q03431. Potency, µM (series often up to 115 µM), for inactives: at the highest dose activation, usual class: activators. HEK293 GP2 PTHR1 cells, GloSensor cAMP luminescence, 1 h. 0.075% of 410,000 active; also: potency is read from the fitted curve at half-maximal effect; nearly all actives have a fitted effect of over 55% in size; some results filed as inactive show a strong effect at the top dose; inactives centre near -15; many of its hits are not listed in these tables
#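 HEK-293-derived GP2 cells expressing PTHR1 and a GloSensor cAMP reporter, 3,000/well, plated overnight, given luciferin plus IBMX (each 0.5 mM as added) for 1 h at 37 °C, then compound for 1 h at 37 °C. Luminescence was read after 15 min at room temperature.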
# TDP-43 yeast inh: rescues yeast growth from TDP-43 toxicity; TDP-43 expressing yeast growth rescue, BacTiter-Glo, 24 h; Potency, µM (doses to about 46.1 µM), without a hit: at the top dose growth rescue (activation), hits mostly activators; 1.8% of 410,000 active; AID 652104; also: potency is read from the fitted curve at half-maximal effect; % of control where 0% means no effect; nearly all actives have a fitted effect of over 50% in size
#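 In this qHTS, compounds that restore growth of yeast expressing TDP-43 appear as activators. Cells (OD600=0.02, galactose medium, raffinose-pregrown) are incubated with compound 24 hr at 30 deg C and growth is quantified by BacTiter-Glo.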
# GLP-1R agonist: agonists of human GLP-1 receptor; HEK293 GLP-1R CRE-luciferase, luminescence, 4-6 h; cells express a hypersensitive GLP-1R form; Potency, µM (series often up to 45.6 µM), for the others: at the top dose activation, hits mostly activators; 0.007% of 380,000 active; also: potency is read from the fitted curve at half-maximal effect; % of control where 0% means no effect
# aSyn rescue: alpha-synuclein toxicity inhibition in yeast; Yeast expressing alpha-synuclein, growth rescue, BacTiter-Glo, 24 h; Potency, µM (series often up to 46.1 µM), without a hit: top-dose growth rescue (activation), actives largely listed as activators; 0.14% of 370,000 active; AID 652106; also: potency is read from the fitted curve at half-maximal effect; % of control where 0% means no effect; nearly all actives have a fitted effect of over 65% in size
#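 Readout is rescue of growth in alpha-synuclein-expressing yeast, so inhibitors of toxicity appear as activators. Growth after 24 hr at 30 deg C in galactose medium is quantified by luminescence.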
# DRD3 antagonist: D3 dopamine receptor (human) antagonism; max response, negative = inhibition, %; 2.5% of 360,000 active; D3R cells, DiscoveRx beta-arrestin luminescence, antagonist mode; stronger effect = lower value; AID 652054; in the data active = max response below about -50%; inconclusive = no clear call, values can overlap the other calls; also: % is scaled to controls: 0 for no effect and ±100 for the full control effect; mostly tested at two doses, the higher about 12 µM
#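 Cells expressing the human receptor were seeded at 1500 cells/well, incubated overnight at 37 degrees C in 5% CO2, then exposed to library compounds with dopamine controls for 90 minutes at 37 degrees C before luminescent detection.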
# An asterisk follows results filed as active; i = inactive; ? = inconclusive; · = no result given; & = joins results of further samples; [ ] = dose if it differs, or a comment. Unless noted, calls follow the shape of the dose curve; as a rule, active = well fitted curve in the direction sought with a large enough effect; inconclusive = small, poorly fitted or top-dose-only effect, or another doubt; inactive = no such curve, though single readings can be large; an effect the other way counts as inactive or inconclusive.
SMILES,HEK293 tox,GLP1R inv ag,KB-V1 cytotox,DRD3 agonist,PTHR1 agonist,TDP-43 yeast inh,GLP-1R agonist,aSyn rescue,DRD3 antagonist
CC(C)(C)c1ccc(C(CC(=O)O)NS(=O)(=O)Cc2ccccc2)cc1 (stereo unspecified),4.1%,-26.3%,0.0%,4.4,i,3.1%,-2.9%,-1.5%,1.0
Cc1cc(C)cc(N(CCC(=O)Nc2nnc(C3CC3)s2)S(=O)(=O)c2ccc(Cl)cc2)c1,46.4%[activator],-27.1%,8.2µM*,-3.1,-11.7%,2.5%,1.8%,1.3%,0.7
Cc1ccc(-c2nn(C)c(=O)c3ccccc23)cc1CNC(=O)c1ccccc1,0.9%,6.5%,?,12.6,-26.1%,-6.1%,26.2%,-2.4%,11.1
CCOc1ccc(S(=O)(=O)N2CCCCC2)cc1NC(=O)C1CCC1,3.6%,4.2%,-8.3%,-1.4,-13.8%,12.0%,-2.2%,-6.5%,-8.2
CC1CCCCC1NC(=O)C1CCC(CNS(=O)(=O)c2cccc3cccnc23)CC1 (stereo unspecified),1.4%,1.7%,2.5%,7.2,-30.1%[inhibitor],8.1%,5.3%,6.9%,0.8
CN(C)[C@@H]1CCC[C@@H]1OC(=O)C(c1ccccc1)c1ccccc1,17.8%,-22.6%,4.5%,-9.7,13.9%,3.8%,2.6%,2.7%,2.4
COc1cccc(CNC(=O)c2ccc3c(c2)sc2nc(-c4ccccc4)cn23)c1OC,0.6%,10.7%,·,4.9,-11.1%,7.6%,·,·,·
COc1ccc(OC)c(S(=O)(=O)NCCc2sc(-c3cccnc3)nc2C)c1,-2.0%,4.7%,?,-0.6,i,20.9%,12.5%,-6.1%,·
Cc1cccc(C(=O)NCc2ccc(S(N)(=O)=O)cc2)c1[N+](=O)[O-],3.7%,7.0%,3.7%,-0.7,-2.2%,-14.2%,-1.0%,-0.3%,-0.3
COc1cccc(N(CC(=O)NC2CCCCC2)C(=O)Cn2nnc(-c3ccc(C)o3)n2)c1,-0.6%,-10.4%,?,1.2,-53.8%[inhibitor],15.5%,10.4%,6.5%,-3.7
Cc1nn(CCC(=O)NNC(=S)Nc2cccc(Cl)c2)c(C)c1[N+](=O)[O-],9.5%,0.8%,-16.6%,2.6,-12.3%[57.5 µM],9.8%,-9.4%,2.5%,-7.1
COCCSc1ccccc1C(=O)N1CCc2ccccc21,-6.5%,?,?,-5.2,-21.2%,?,0.2%,0.0%,-17.5
Fc1ccc(C2CC(c3ccco3)n3ncnc3N2)cc1 (stereo unspecified),0.8%,1.8%,-2.7%,-5.5,-6.5%,3.1%,-1.0%,-6.3%,0.0
CC1CN(C(=O)Cn2c(=O)oc3ccccc32)CC(C)O1 (stereo unspecified),0.0%,-7.7%,14.2%,4.1,i,25.2%,6.7%,0.3%,-9.5
O=C1OC(C(=O)O)Cc2ccccc21 (stereo unspecified),11.0%,4.3%,-3.2%,-0.8,-19.2%,-5.3%,0.8%,-3.9%,-6.2
Cc1ccc(-n2nc(C)c(C(=O)O)c2-n2cccc2)cc1,-8.6%,10.6%,·,3.3,?,13.1%,·,·,·
COc1ccc(N(C)S(=O)(=O)c2cccc(C(=O)OC(C)C(=O)NC3CCCCC3C)c2)cc1 (stereo unspecified),-24.7%,?,-8.0%,5.7,-44.5%[inhibitor],1.8%,0.6%,1.4%,-0.6
CCOC(=O)C1CCCN(C(=O)c2cc3c(=O)n(C)c4ccccc4c3n2C)C1 (stereo unspecified),0.9%,17.0%,4.7%,12.6,i,10.7%,8.0%,-0.2%,87.6
COc1cc(OC)c(NC(=O)CCCNC(=O)Cn2cnc3sc(C)c(C)c3c2=O)cc1Cl,0.3%,13.1%,-4.0%,-6.8,-12.2%,-7.5%,5.3%,3.4%,-6.3
Cc1ccc(-c2cc(C(F)F)nc(S(C)(=O)=O)n2)cc1,?,?,?,-13.0,-30.6%,11.2µM*,6.8%,-11.2%,?
O=C(Nc1nccs1)C1CC(=O)N(c2ccccc2)C1 (stereo unspecified),10.3%,8.9%,4.7%,9.5,i,-7.4%,1.3%,1.1%,4.9
Fc1cccc(Cl)c1Cn1nnc(-c2ccc3c(c2)OCO3)n1,3.8%,?,-2.3%,-6.0,-28.1%,?,13.2%,6.8%,-2.8
C=CCNc1sc(C(=O)c2ccc(C)cc2)c(N)c1C#N,74.4%[activator],30.7%[activator],9.5%,2.0,i,14.1%,16.3%,-3.7%,19.5
Cc1ccc(OCc2nnc(SCC(=O)Nc3sc(C)c(C)c3C#N)n2C)cc1,1.5%,?,-6.7%,-2.5,20.0%,-11.0%,-2.2%,-4.4%,-17.5
CC(=O)N1CCN(C(=O)/C(C#N)=C/c2ccc3c(c2)OCO3)CC1,0.6%,0.8%,4.2%,-1.6,-24.7%,-10.8%,4.7%,-4.4%,13.3
COc1cccc(C(C)(O)c2nc(-c3ccc(Cl)cc3)cs2)c1 (stereo unspecified),-6.7%,?,?,-1.1,-5.9%,-27.5%,7.6%,-1.6%,0.9
COc1c(C)cc(C(=O)C2CCCN(Cc3c(C)n(C)n(-c4ccccc4)c3=O)C2)cc1C (stereo unspecified),-0.2%,-13.5%,9.4%,-9.9,i,-2.9%,0.8%,-10.1%,-3.5
C/C(N)=C(/C#N)C(=O)CSc1nnnn1-c1ccc(C)cc1,6.2%,59.9%[activator],-27.2%,4.1,-22.3%,-11.0%,6.4%,5.7%,14.3
O=C(CSCc1ccc(F)cc1)NCc1cccs1,0.1%[0.307 µM],7.3%[0.307 µM],-20.8%,4.1,-16.2%,0.0%,8.7%,6.1%,0.0
Cn1c(CCCCCN)nc2ccccc21,20.9%,-6.0%,?,0.1,i,-15.1%,-0.6%,3.8%,-64.0*

# Next part (two carried over from the part before).
SMILES,HEK293 tox,GLP1R inv ag,KB-V1 cytotox,DRD3 agonist,PTHR1 agonist,TDP-43 yeast inh,GLP-1R agonist,aSyn rescue,DRD3 antagonist
O=C(CSCc1ccc(F)cc1)NCc1cccs1,0.1%[0.307 µM],7.3%[0.307 µM],-20.8%,4.1,-16.2%,0.0%,8.7%,6.1%,0.0
Cn1c(CCCCCN)nc2ccccc21,20.9%,-6.0%,?,0.1,i,-15.1%,-0.6%,3.8%,-64.0*
CCOC(=O)c1cnc(-n2nc(C)cc2C)nc1N1CC(C)OC(C)C1 (stereo unspecified),-28.4%,0.0%,?,0.7,i,?,0.3%,·,-8.6
COCCNC(=O)c1ccc(N2CC3CC(C2)c2cccc(=O)n2C3)c(NC(=O)c2ccc(Br)o2)c1 (stereo unspecified),-3.8%,8.8%,14.7%,3.0,-2.0%,-23.4%,-1.9%,-0.9%,-5.2
CCCn1c2ccccc2c2cnn(CC(=O)N(CC)c3cc(C)ccc3C)c(=O)c21,-18.4%,?,·,3.7,-14.5%,-19.8%,·,·,·
O=C(CC1CCCCC1)N1CCN(c2ccccn2)CC1,8.2%,-4.2%,-21.4%,0.9,-22.8%[57.5 µM],-17.2%,22.8%,0.0%,8.7
CCOC(=O)C1=C(COC(=O)CCOc2ccc(C)cc2)NC(=O)NC1C (stereo unspecified),?,?,0.1%,-2.9,-8.0%,-7.9%,-18.5%,-1.4%,-13.6
CC(=O)OC1CCC2(C)C(COc3ccc4ccc(=O)oc4c3)C(C)(O)CCC2C1(C)C (stereo unspecified),-15.6%,11.2µM*,?,0.1,i,17.8%,-1.4%,12.2%,41.5
Cc1nc(N2CCN(S(=O)(=O)c3ccc(Br)cc3)CC2)c2c(C)c(C)sc2n1,19.6%,?,-7.2%,5.3,i,·,-1.6%,-12.8%,-55.0*
COc1ccc2sc(-c3ccc(S(C)(=O)=O)cc3)c(-c3ccc(SC)cc3)c2c1,-21.8%,-7.1%,0.9%,-5.3,-16.0%,-3.1%,-3.0%,-0.9%,11.1
CCOc1ccc(NC(=S)N(CCN2CCOCC2)Cc2cc3cc4c(cc3[nH]c2=O)OCCO4)cc1,5.4%,78.8%[activator],19.6%,3.7,i,-3.2%,22.0%,7.1%,6.9
O=C(c1ccc(COc2ccc3ccccc3c2)o1)N1N=C(C(F)F)CC1(O)C(F)F (stereo unspecified),-18.3%,-27.4%,?,8.6,-5.9%,-2.8%,-4.2%,-2.2%,11.6
Cc1ccc(S(=O)(=O)Oc2ccc(/C=C3\C(=N)N4N=C(S(C)(=O)=O)SC4=NC3=O)cc2)cc1,1.0%,9.0%,10.5%,2.2,i,13.6%,-2.5%,-0.7%,-27.3
Cc1cccc(NC(NC(=O)Cc2ccccc2)C(Cl)(Cl)Cl)c1 (stereo unspecified),-11.6%,?,?,-5.9,-5.1%,-7.7%,-4.7%,-5.2%,-1.2
O=C(C1CCCCC1)N1C[C@@H](n2cc(-c3ccc(F)cc3)nn2)[C@H](O)C[C@@H]1c1ccccc1,-10.1%,?,16.5%,4.5,-13.3%,2.6%,3.7%,0.6%,2.4
CC(C)(C)NC(=O)C(c1cccc2ccccc12)n1c(=O)c(-c2cc3ccccc3[nH]2)nc2ccccc21 (stereo unspecified),·,6.31µM*,-11.0%,6.5,-34.3%[inhibitor],23.0%,·,?,3.0
COC(=O)NNC(=O)c1cccc(C)c1,2.6%,12.3%,-4.0%,-6.6,?,-21.5%,0.3%,-4.5%,-27.2
CC(CNC(=O)CN1C(=O)c2cccnc2Oc2ccc(Cl)cc21)c1ccccc1 (stereo unspecified),6.3%&-6.4%,?,0.0%&-5.1%,-11.2&-1.9,-3.3%,-13.4%&14.0%,3.0%,18.4%,0.6

# Screening results as filed in PubChem.

# The list is partial; the hit share may differ from the screen's.
